Pf growth 48h: Primary qHTS for delayed death inhibitors of the malarial parasite plastid, 48 hour incubation; P. falciparum luciferase growth in erythrocytes, 48 h; Potency, µM (highest dose often 28.7 µM), without a hit: top-dose activity change, negative = inhibition, hits mostly inhibitors; hit rate 5.9% among 310,000; AID 504832, 2011; further: potency means the concentration at half of the fitted maximal effect; on the % scale 0 is the no-effect control and ±100 the full control effect
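Firefly luciferase activity from engineered P. falciparum reports growth; inhibitors lower the luminescent signal. Cultures contained 2% hematocrit erythrocytes at 0.1% final parasitemia.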
Shiga inhibitor: A qHTS for Small Molecule Inhibitors of Shiga Toxin; Vero cells, Shiga toxin protein synthesis inhibition reporter; inhibition, % at 38.7 µM; hit rate 9.2% among 290,000; in the data active means inhibition mostly above about 28%, no sharp cut-off; inactive means mostly below about 43%; further: 0% is about no effect
Cycloheximide cs: Cycloheximide Counterscreen for Small Molecule Inhibitors of Shiga Toxin | cell reporter, cycloheximide protein synthesis inhibition counterscreen | max response, % | hit rate 12% among 300,000 | AID 2314, 2010; in the data active means max response mostly above about 13%, no sharp cut-off; inactive means mostly below about 14%; further: read at 38.3 µM for the half of the compounds with a filed dose; 0% is about no effect
Pf growth 96h: Primary qHTS for delayed death inhibitors of the malarial parasite plastid, 96 hour incubation; P. falciparum luciferase reporter growth, 96 h; Potency, µM (doses to about 28.7 µM), inactives show top-dose activity change, negative = inhibition, most hits filed as inhibitors; hit rate 6.9% among 320,000; AID 504834, 2011; further: potency means the concentration at half of the fitted maximal effect; on the % scale 0 is the no-effect control and ±100 the full control effect
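Cell-based qHTS: luciferase-tagged P. falciparum in erythrocytes (2% hematocrit, 0.05% parasitemia final) incubated with compounds for 96 hours, 37 C, 5% CO2; luciferase detection reagent then added and luminescence measured.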
Sm TGR block: qHTS Assay for the Inhibitors of Schistosoma Mansoni Peroxiredoxins | Schistosoma mansoni thioredoxin glutathione reductase (TGR), Q962Y6 | purified TGR, DTNB reduction, TNB absorbance 405 nm | Potency, µM (highest dose often 114 µM), for inactives: at the top dose activity change, negative = inhibition, most hits filed as inhibitors | hit rate 3% among 360,000; further: potency means the concentration at half of the fitted maximal effect; on the % scale 0 is the no-effect control and ±100 the full control effect; nearly all actives have a fitted effect of over 60% in size
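First, TGR (20 nM dispensed) and NADPH were mixed with compound. Second, a 15 min room-temperature incubation followed. Third, further NADPH and then DTNB were added to start the reaction. Finally, TNB absorbance was monitored kinetically.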
FBPA Giardia inh: qHTS Assay for Inhibitors of Fructose-1,6-bisphosphate Aldolase from Giardia Lamblia; A8B2U2; purified Giardia FBPA; Potency, µM (doses to about 59.6 µM), inactives show top-dose activity, negative = inhibition, hits mostly inhibitors; hit rate 0.71% among 290,000; further: potency means the concentration at half of the fitted maximal effect; on the % scale 0 is the no-effect control and ±100 the full control effect; nearly all actives have a fitted effect of over 55% in size
Target sequence (A8B2U2 whole entry, looked up): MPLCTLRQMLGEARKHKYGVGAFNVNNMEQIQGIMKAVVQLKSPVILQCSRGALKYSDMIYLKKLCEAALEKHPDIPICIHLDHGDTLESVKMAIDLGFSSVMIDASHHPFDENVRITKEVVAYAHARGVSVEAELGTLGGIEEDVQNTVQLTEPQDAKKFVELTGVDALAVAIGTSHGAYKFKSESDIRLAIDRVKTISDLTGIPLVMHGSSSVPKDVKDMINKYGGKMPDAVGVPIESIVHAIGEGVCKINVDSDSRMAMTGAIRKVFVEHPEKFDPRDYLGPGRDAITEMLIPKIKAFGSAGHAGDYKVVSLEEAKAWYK
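Giardia FBPA (40 nM reagent) was preincubated 10 min at RT with compound (up to 57.5 uM final), then substrate plus GAPDH/TPI/NAD/arsenate coupling system with diaphorase/resazurin was added; resorufin fluorescence (525/598 nm) was read after 20 min.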
Numbers without * were called inactive; ? = inconclusive; . = not tested or not shown; + = active, no number; [ ] = dose if it differs, or a comment. Unless noted, the call rests on the fitted dose curve; in most records, active means well fitted curve in the direction sought with a large enough effect; inconclusive means small, poorly fitted or top-dose-only effect, or another doubt; inactive means no such curve, though single readings can be large; an effect the other way counts as inactive or inconclusive.

#1 CC1CCN(S(=O)(=O)c2ccc3[nH]c(=O)cc(C(=O)O)c3c2)CC1
#2 Cc1ccc2nc(SCC(=O)N3c4ccccc4CC3C)c(C)cc2c1 (configuration not stated)
#3 CCOc1ccc([N+](=O)[O-])cc1CNCCc1ccccc1
#4 Cc1ccc(S(=O)(=O)CCC(=O)OC(C)C(=O)c2c(C)[nH]c3ccccc23)cc1 (configuration not stated)
#5 CC(=O)Nc1cnn(Cc2ccc(Br)cc2)c1

Screen / compound no.	1	2	3	4	5
FBPA Giardia inh	2%	0%	-1%	-3%	6%
Pf growth 48h	0%	.	-9%	5%	4%
Cycloheximide cs	1	18	1	-1	0
Shiga inhibitor	-11	-4	-12	-6	-4
Sm TGR block	-1%	11%	26%	-12%	-12%
Pf growth 96h	2.9µM*	?	-19%	12%	.

#6 COc1ccccc1NC(=O)C(C)Nc1ccc(C)c(Cl)c1 (configuration not stated)
#7 CC1CN(Cc2ccccc2)c2nc3c(c(=O)[nH]c(=O)n3C)n2C1 (configuration not stated)
#8 O=C(Nc1ccc(Br)cc1)C1CC(O)CN1C(=O)OCc1ccccc1 (configuration not stated)
#9 O=C(CCC(=O)OCCCC(F)(F)C(F)(F)F)Nc1ccc(Cl)cc1Cl
#10 CC(=O)N1c2ccc(S(=O)(=O)NCCC(=O)NCc3ccc(N(C)C)cc3)cc2CC1C (configuration not stated)

Screen / compound no.	6	7	8	9	10
FBPA Giardia inh	-5%	-3%	0%	-3%	-4%
Pf growth 48h	5%	4%	38%[activator]	.	?
Cycloheximide cs	3	-2	-3	-1	2
Shiga inhibitor	-6	15	-11	16	-11
Sm TGR block	2%	12%	-1%	5%	-20%
Pf growth 96h	?	-3%	19%	23%	-8%

#11 CCOc1ccc(Nc2cc(=O)n(C)c(=O)n2C)cc1
#12 C=CCN1C(=O)C(O)(CC(=O)c2ccc(OC)cc2OC)c2cc(Br)ccc21 (configuration not stated)
#13 CC(C)C1Oc2cc3oc(=O)ccc3cc2C1=O (configuration not stated)
#14 COCCOC(=O)C1=C(C)NC(=O)NC1c1ccc(OC(=O)c2ccco2)c(OC)c1 (configuration not stated)
#15 CCCC(=O)C1C(=O)CC(C)(C)C(c2cc(C)no2)C1=O (configuration not stated)

Screen / compound no.	11	12	13	14	15
FBPA Giardia inh	-5%	2%	3%	0%	7%
Pf growth 48h	10%	12µM*	6%	7%	7%
Cycloheximide cs	-3	-3	7	-2	-5
Shiga inhibitor	-15	9	-2	-12	-3
Sm TGR block	1%	-7%	2%	-1%	-1%
Pf growth 96h	-3%	-1%	-2%	-18%	0.12µM*

#16 CS(=O)(=O)N(CC(=O)Nc1ccc(F)cc1F)C1CCCCC1
#17 CCSc1ccccc1-c1nc(-c2ccncc2)no1
#18 Cc1cc(=O)n(CCc2ccccc2)c(O)c1C#N
#19 O=C(Nc1ccc2c(c1)OCO2)C1CCCN1C(=O)Nc1ccccc1 (configuration not stated)
#20 Cc1cccc(C(=O)N2CCCCCC2)c1[N+](=O)[O-]

Screen / compound no.	16	17	18	19	20
FBPA Giardia inh	5%	4%	?	-8%	-4%
Pf growth 48h	32%[activator]	?	-4%	-6%	24%
Cycloheximide cs	0	26*	-1	-2	-7
Shiga inhibitor	0	35	10	31	-5
Sm TGR block	-18%	4%	?	-23%	7%
Pf growth 96h	-3%	0%	11%	-4%	13%

#21 COCC(=O)N(c1ccccc1)C(C)C(=O)OC (configuration not stated)
#22 Cn1c(CO)cnc1SCc1ccc(Cl)cc1
#23 CN(CC(=O)Nc1ccc(F)cc1)CC(=O)Nc1ccc(Cl)c(S(=O)(=O)N2CCOCC2)c1
#24 CS(=O)(=O)N(CC(=O)Nc1c(F)cccc1F)c1ccc(C23CC4CC(CC(C4)C2)C3)cc1
#25 CCCCCc1ccc(-c2cn(CCCOCc3ccccc3)nn2)cc1

Screen / compound no.	21	22	23	24	25
FBPA Giardia inh	2%	-27%	0%	3%	7%
Pf growth 48h	20%	22%	?	?	30%
Cycloheximide cs	20	20*	-2	6	-2
Shiga inhibitor	37	25	6	4	-3
Sm TGR block	7%	0%	10%	-18%	3%
Pf growth 96h	?	-4%	-1%	?	-51%

#26 CCCCCCc1cc2cc(C(N)=O)c(=N)oc2cc1O
#27 CCN1CCN(C(=O)c2cc3cc([N+](=O)[O-])ccc3oc2=O)CC1
#28 CCN(CC)CCN(Cc1cc2cc3c(cc2[nH]c1=O)OCCO3)C(=S)NCC1CCCO1 (configuration not stated)
#29 CC(C)CCN1CCN(Cc2ccc(Sc3nncn3C)o2)CC1CCO (configuration not stated)
#30 CC1Cc2ccccc2N1S(=O)(=O)c1cccc(C(=O)OCC(=O)NCc2ccco2)c1 (configuration not stated)

Screen / compound no.	26	27	28	29	30
FBPA Giardia inh	-10%	2%	7.9µM*	6%	-7%
Pf growth 48h	.	8%[5.75 µM]	-9%	10%	?
Cycloheximide cs	1	-1	9	5	1
Shiga inhibitor	25	-9	12	2	-5
Sm TGR block	?	8%	.	-2%[57.1 µM]	?
Pf growth 96h	?	?	-1%	?	6%

#31 CCOc1ccccc1CN1CCN(S(=O)(=O)CC)CC1
#32 COc1cccc(NC(=S)N2CCCN(Cc3ccc(F)cc3)C2)c1
#33 CCc1ccc(CN(C)CC(=O)Nc2ccccc2[N+](=O)[O-])cc1
#34 CSc1cccc(NC(=O)CSc2ccc(C)cc2)c1
#35 c1cncc(-c2ccc3ncnc(NCc4cccs4)c3c2)c1

Screen / compound no.	31	32	33	34	35
FBPA Giardia inh	-15%	-16%	2%	1%	.
Pf growth 48h	25%	?	0%	.	?
Cycloheximide cs	-2	10	0	9	.
Shiga inhibitor	-10	10	-7	28	.
Sm TGR block	8%	3%	-2%	-13%	1%
Pf growth 96h	3%[5.75 µM]	?	?	15%	9.3µM*

#36 CCn1nc(C)c(CNC(=O)CCc2nnc(-c3ccc(C(C)=O)s3)o2)c1C
#37 Cc1[nH]n(-c2ccccc2)c(=O)c1C(=O)c1ccc([N+](=O)[O-])cc1
#38 CC1CCCCN1S(=O)(=O)c1ccc(S(=O)(=O)N2CCCC2)cc1 (configuration not stated)
#39 CC1CN(C(=O)/C(=C/c2ccco2)NC(=O)c2ccccc2)CC(C)O1 (configuration not stated)
#40 COc1ccccc1OCCn1c(=O)oc2ccc(C)cc21

Screen / compound no.	36	37	38	39	40
FBPA Giardia inh	3%	4%	.	-4%	-1%
Pf growth 48h	-24%	15%	8%	28%	?
Cycloheximide cs	-3	2	-2	-3	-5
Shiga inhibitor	19	10	3	-10	18
Sm TGR block	.	3%	7%	-31%	-1%
Pf growth 96h	-8%	-22%	7%	7%	-7%

4 of the compounds above, as labelled records:
36: CCn1nc(C)c(CNC(=O)CCc2nnc(-c3ccc(C(C)=O)s3)o2)c1C
- FBPA Giardia inh: 3%
- Pf growth 48h: -24%
- Cycloheximide cs: -3
- Shiga inhibitor: 19
- Sm TGR block: .
- Pf growth 96h: -8%

37: Cc1[nH]n(-c2ccccc2)c(=O)c1C(=O)c1ccc([N+](=O)[O-])cc1
- FBPA Giardia inh: 4%
- Pf growth 48h: 15%
- Cycloheximide cs: 2
- Shiga inhibitor: 10
- Sm TGR block: 3%
- Pf growth 96h: -22%

38: CC1CCCCN1S(=O)(=O)c1ccc(S(=O)(=O)N2CCCC2)cc1 (configuration not stated)
- FBPA Giardia inh: .
- Pf growth 48h: 8%
- Cycloheximide cs: -2
- Shiga inhibitor: 3
- Sm TGR block: 7%
- Pf growth 96h: 7%

39: CC1CN(C(=O)/C(=C/c2ccco2)NC(=O)c2ccccc2)CC(C)O1 (configuration not stated)
- FBPA Giardia inh: -4%
- Pf growth 48h: 28%
- Cycloheximide cs: -3
- Shiga inhibitor: -10
- Sm TGR block: -31%
- Pf growth 96h: 7%

(further entries)
#41 CC(C)OC(=O)CC(=O)CSc1nc2c(cc1C#N)CCCC2
#42 CCN(c1ccccc1)c1cc(C)nc2nc(C)nn12
#43 N#C/C(=C\c1ccc[nH]1)C(=O)c1ccccc1
#44 Cn1c(=O)c2c(nc(SCC(=O)NCc3ccco3)n2C)n(C)c1=O
#45 CCOc1ccc(C(NC(C)=O)c2ccc(OC)c(OC)c2)cc1 (configuration not stated)

Screen / compound no.	41	42	43	44	45
FBPA Giardia inh	1%	-6%	-4%	2%	12%
Pf growth 48h	39%[activator]	-15%	2%	2%	-6%
Cycloheximide cs	37*	-1	33*	-3	7
Shiga inhibitor	82*	2	99*	-4	-16
Sm TGR block	-17%	4%	5%	-13%	2%
Pf growth 96h	?	-28%	8%	?	1.5µM*

#46 CCN(CC)C(=O)C1CCCN(C(=O)Nc2ccccc2)C1 (configuration not stated)
#47 COc1ccc(-c2csc(-c3cc4ccccc4oc3=N)n2)cc1
#48 CC(O)(c1ccc(Cl)cc1)c1ccc(Cl)cc1
#49 CCOc1ccc(-n2c(COc3ccc(C)cc3)nnc2SCC(N)=O)cc1
#50 COc1ccc(C(=O)/C=C/Nc2cccc(C)n2)cc1OC

Screen / compound no.	46	47	48	49	50
FBPA Giardia inh	-1%	8%	0%	0%	-13%
Pf growth 48h	.	4%	.	-28%	-35%
Cycloheximide cs	4	-1	3	-1	65*
Shiga inhibitor	31	3	7	38	+
Sm TGR block	5%	-1%	.	0%	-13%
Pf growth 96h	?	28%	.	?	153%[activator]

#51 COc1ccc(S(=O)(=O)Nc2ccc(C)cc2)cc1N(C)S(=O)(=O)c1ccc(Cl)cc1
#52 Cc1ccc(NC(=O)COc2ccc(Br)cc2CO)cc1
#53 COc1ccccc1N1CCN(C(=O)Cn2nc3n(C)c4ccccc4n3c(=O)c2=O)CC1
#54 Cc1ccc(NC(=O)CNC2CCS(=O)(=O)C2)cc1C (configuration not stated)
#55 Cc1ccc(CN2CCN(Cc3cn(C)nc3-c3ccccc3)CC2CCO)o1 (configuration not stated)

Screen / compound no.	51	52	53	54	55
FBPA Giardia inh	16%	-5%	3%	-24%	0%
Pf growth 48h	2.9µM*	.	7%	20%	-13%
Cycloheximide cs	6	26*	-1	-4	-2
Shiga inhibitor	1	69	-17	-4	-3
Sm TGR block	34%	-2%	0%[57.1 µM]	-10%	-32%
Pf growth 96h	-12%	?	?	80%[activator]	31%[activator]

#56 Cc1cc(C)c2c(n1)sc1c(N3CCN(C)CC3)ncnc12
#57 CCOC(=O)c1c(C)n(S(=O)(=O)c2ccc(C)cc2)c2ccc(O)c(C(=O)O)c12
#58 CC1CCN(C(=O)CSc2ccc(-c3ccccc3)nn2)CC1
#59 Cc1ccc(CC(=O)CCc2ccccc2)cc1
#60 C=CCN1C(c2cccc(C(F)(F)F)c2)=CS/C1=C(/C#N)c1nnc(N2CCOCC2)n1-c1ccccc1

Screen / compound no.	56	57	58	59	60
FBPA Giardia inh	-21%	8%	6%	.	-17%
Pf growth 48h	31%[activator]	-11%	-12%	25%	10µM*
Cycloheximide cs	2	-2	11	.	-6
Shiga inhibitor	29	2	4	.	-18
Sm TGR block	-2%	-2%	20µM*	6%	-21%
Pf growth 96h	36%[activator]	0%	23%	64%[activator]	12µM*

#61 O=C(CCCN1C(=O)[C@H]2CC=CC[C@H]2C1=O)NCc1nc(-c2ccccc2)no1
#62 CCN(CC)c1ncnc2c1sc1nc(C)cc(C)c12
#63 C/C(CCN1CCCCc2nc(C)c(C)cc21)=N\OC[C@@H](O)[C@H]1O[C@@H]2OC(C)(C)O[C@@H]2[C@H]1O
#64 C/C(=N\NC(=O)Cc1c(C)[nH][nH]c1=O)c1ccc2ccccc2c1

Screen / compound no.	61	62	63	64
FBPA Giardia inh	.	-24%	3%	6%
Pf growth 48h	21%	-12%	6%	18%
Cycloheximide cs	15	-2	-2	0
Shiga inhibitor	9	-13	-10	-11
Sm TGR block	-2%	0%	-2%	6%
Pf growth 96h	?	?	-24%	?

Screening results from PubChem.
